STAT3 blocker: inhibitors of IL-6 induced STAT3 signaling. U3A cells, IL-6 STAT3-luciferase reporter, luminescence; host cell line lacks STAT1. inhibition, % at 5.5 µM. 190,000 compounds, 0.89% hits;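 active = inhibition above the mean inhibition across all screened compounds plus 3 SD, cut at about 44% in these data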;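 also: 0% = DMSO only wells and 100% = 100 µM nifuroxazide control wells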
Diaphorase inh: inhibits diaphorase or chemically oxidizes, flagging diaphorase assay artifacts; diaphorase resazurin-to-resorufin fluorescence, NADH, 16 min; bacterial (C. kluyveri) enzyme, not human; inhibition, % at 20 µM; 190,000 compounds, 0.69% hits; AID 1217;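 active = primary screen inhibition at 20 µM above a set limit, cut at about 50% in these data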;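 also: plate controls were DMSO with full reaction for no effect and wells lacking NADH for full effect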
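controls = No-NADH positive control and DMSO neutral control | system = Clostridium kluyveri diaphorase enzyme | timing = reaction incubation of 16 min at room temperature | signal = resorufin fluorescence 544/590 nm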
Hsp70 activator: switches on Hsp70 transcription | HeLa Hsp70 promoter luciferase reporter, luminescence; scaled: vehicle 0, proteasome-inhibitor control 100% | activation, % at 10 µM | 200,000 compounds, 0.04% hits | AID 1203;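 active = activation above the mean across all tested compounds plus 3 SD, cutoff set per campaign, cut at about 5.5% in these data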;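 also: 100% = MG132 at 30 µM as the positive control and 0% = DMSO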
TLR4 MyD88 comp: TLR4-MyD88 interaction inhibition in cells. HeLa CL3-4 TLR4/MyD88 BLA complementation, FRET ratio. O00206+Q99836. 200,000 compounds, 0.18% hits. inhibition, % at 8.4 µM. AID 861; in the data active = inhibition above about 25%;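 also: 0% = vehicle and 100% = reference inhibitor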
APP 5UTR inh: APP translation inhibition; SH-SY5Y APP 5'UTR-luciferase reporter, luminescence; inhibition, % at 2 µM; 190,000 compounds, 0.82% hits; AID 1285;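 active = inhibition above a set limit, derived from the sample mean plus 3 SD, cut at about 45% in these data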; also: values of inactives mirror those of a sister screen read the other way
Diaph act CS: counter-screen for diaphorase-based assays: diaphorase activators and chemical reducers | 190,000 compounds, 0.005% hits | Diaphorase/resazurin coupled assay, resorufin fluorescence, 16 min; stronger effect = higher value; 1 = vehicle wells, 0 = NADH-free wells | activation factor at 20 µM;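 active = diaphorase activity raised at least twofold by the compound at 20 µM; inactive = activation factor below 2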
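Material: Clostridium kluyveri diaphorase, purified enzyme; Quantity: enzyme 0.07 U/mL final; Medium: HEPES pH 7.4 buffer with MgCl2 and Tween 20; Dosing: single compound dose of 20 µM, 1% DMSO final; Schedule: 16 min reaction at room temperature; Measured by: red resorufin fluorescence at 544/590 nm excitation/emission.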
STAT1 activator: STAT1 signaling activation | NIH 3T3 STAT1-luciferase reporter, IFN-gamma, luminescence; 100% = IFN-gamma alone, no compound | activation (% of control), % at 5.5 µM | 200,000 compounds, 2.6% hits | AID 932;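 active = activation above the screen-wide mean activation plus 3 SD, cut at about 130% in these data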;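 also: raw ratio to IFN-gamma control signal so 100% means no change and 0% no light; values of inactives mirror those of a sister screen read the other way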
G6PDH CS: counter-screen for G6PDH assay hits: L. mesenteroides G6PDH inhibition | Purified L. mesenteroides G6PDH, diaphorase/resazurin coupled fluorescence, 45 min | inhibition, % at 5 µM | 200,000 compounds, 0.12% hits; in the data active = inhibition above about 50%
STAT3 act: increases IL-6 driven STAT3 reporter signal; 190,000 compounds, 0.91% hits; U3A cells, IL-6 STAT3-luciferase reporter, luminescence; 100% = signal with IL-6 EC80 alone; AID 871; activation (% of control), % at 5.6 µM;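 active = activation above the screen-wide mean of compound activation plus 3 SD, cut at about 130% in these data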;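 also: 0% = background luminescence of wells with medium and substrate only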
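Material: STAT3-luciferase reporter U3A cells. Controls: IL-6-treated wells, 100% activation. Read-out: % activation versus median of IL-6-stimulated wells. Probe or stimulus: IL-6 stimulus at 33 ng/mL final. Timing: compound 1 h, then IL-6 6 h at 37 °C. Signal: reporter luminescence signal.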
STAT1 blocker: STAT1 signaling inhibition; NIH 3T3 STAT1-luciferase reporter, IFN-gamma, luminescence; 200,000 compounds, 0.35% hits; inhibition, % at 5.5 µM; AID 920;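 active = inhibition above a set limit, the mean inhibition across all tested compounds plus 3 SD, cut at about 34% in these data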;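 also: 0% = IFN-gamma with DMSO and 100% = IFN-gamma with 300 µM nifuroxazide; values of inactives mirror those of a sister screen read the other way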
* = called active by the depositor; x = not tested or not shown.

mol	STAT3 blocker	Diaphorase inh	Hsp70 activator	TLR4 MyD88 comp	APP 5UTR inh	Diaph act CS	STAT1 activator	G6PDH CS	STAT3 act	STAT1 blocker
O=C(CSc1ccc(Cl)cc1)Nc1cccc(-c2nc3ncccc3o2)c1	27	-3	-0.1	-7	6	1	109	1	82	-10
CCOC(=O)c1cnn(-c2ccccc2)c1-n1cccc1C(=O)C(=O)Nc1ccccc1C(F)(F)F	-3	22	-0.5	4	-12	0.8	105	1	108	-5
CCNC(=S)NCc1ccc(OC)c(OC)c1	1	3	-0.2	7	-9	1	105	0	103	-9
C=C(C)CN=C1SC(C(=O)Nc2sc3c(c2C(=O)OC)CCC3)C(N)=C1C(N)=O (centres undefined)	3	17	-0.2	10	14	0.8	105	-3	98	-6
COC(=O)CCC(=O)NNC(=O)CCCOc1ccc(Cl)cc1Cl	8	5	-0.4	4	6	0.9	103	5	95	-3
CSc1nc(Cc2ccccc2)cc(=O)[nH]1	7	0	0.2	3	-5	1	104	14	102	-4
COc1cccc(-n2c(-c3ccc4[nH]c(C)c(C)c4c3)n[nH]c2=S)c1	14	27	-0.3	5	-2	0.7	93	0	92	5
CC1SC(c2ccc(Cl)cc2)NC1=O (centres undefined)	-2	3	-0.1	-6	-9	1	98	0	105	2
COc1ccc(OC)c(C2=C[N+](=O)C(C)(C)C(C)(C)N2[O-])c1	-3	14	0.3	3	-12	0.9	108	-2	104	-8
O=C1NC(=O)c2cc(NC(=O)C3COc4ccccc4O3)ccc21 (centres undefined)	35	14	-0.3	-9	7	0.9	97	11	75	3
Cc1ccc(S(=O)(=O)c2cc(C#N)c(=O)[nH]c2N)cc1	-3	14	-0.3	5	-14	0.9	97	5	108	3
Cc1nn(Cc2ccccc2Cl)c(C)c1NC(=O)c1ccn(C)n1	-4	12	-0.3	14	-9	0.9	103	-1	105	-3
COC(=O)c1ccc(CO/N=C(\NC(C)=O)c2nonc2NC(C)=O)cc1	-9	6	-0.4	-1	-17	0.9	99	-8	108	1
C=CCn1c(SCC(=O)NCC)nnc1-c1cc2c(s1)CCC(CC)C2 (centres undefined)	-10	14	-0.3	2	-4	0.9	105	-2	107	-5
Cc1cc(C)n2nc(C(=O)N/N=C/c3ccccc3Cl)nc2n1	5	19	-0.1	2	13	0.8	98	15	98	1
CN(C)C(=O)c1ccccc1Sc1ccc(Cl)cc1Cl	6	2	-0.3	4	-1	1	101	3	102	-1
CCOC(=O)c1c(NC(=O)CSc2nnc(Cc3csc(N)n3)n2C)sc(C)c1C	8	25	0.2	12	-29	0.8	95	7	96	5
Cc1ccc(C)c(N2CCN(C(=O)Cc3ccc(-n4c(=O)[nH]c5ccsc5c4=O)cc3)CC2)c1	28	2	-0.2	-4	-27	1	97	20	78	4
CCCCNC(=O)N(CC)c1c(N)n(Cc2ccccc2)c(=O)[nH]c1=O	9	6	-0.1	1	7	0.9	99	7	99	0
O=C(NCCC(=O)N1CCNC1=O)OCc1ccccc1	7	-8	-0.1	3	-2	1.1	104	4	97	-4
Nc1nc(-c2cccs2)c(NC(=O)c2ccccc2)s1	2	25	-0.3	-11	-2	0.8	99	8	107	1
Cc1oc(-c2ccccc2)[n+]([O-])c1C	17	7	-0.2	2	x	0.9	101	4	91	-1
N/C(=N\OC(=O)CCC1CCCCC1)c1ccccn1	12	15	-0.1	10	-129	0.8	130*	-3	100	-33
Cc1cccc(NC(=O)CSc2ncnc3nc[nH]c23)c1	6	7	0.0	2	0	0.9	95	3	101	5
CC(C)CCNc1cc(=O)n(C)c(=O)n1C	3	2	-0.4	-12	1	1	90	6	101	9
COc1ccc(-c2csc3nc(-c4ccccc4F)oc(=O)c23)cc1OC	21	-14	1.1	8	-8	1.1	75	4	87	28
CO/N=C/c1ccc(Sc2ccccc2N)c([N+](=O)[O-])c1	16	27	-0.2	-4	2	0.7	97	-1	89	4
O=C(Nc1nc2cc(Cl)ccc2s1)C1CCCN(S(=O)(=O)c2cccc3cccnc23)C1 (centres undefined)	5	15	-0.3	10	1	0.8	108	9	100	-9
Cc1cc(O)cc(=O)n1Cc1ccco1	9	19	-0.1	-11	11	0.8	99	9	93	1
CCc1ccc(C2=NN(CCC(=O)NC3CC3)C(=O)CC2)cc1	-1	5	-0.5	10	-3	1	102	10	104	-2
CCC(=O)N(Cc1cc2ccccc2[nH]c1=O)C(C)C	-5	6	-0.4	9	0	0.9	104	1	109	-5
CN(Cc1ccco1)C(=O)c1c[nH]c2ccc(S(=O)(=O)Nc3ccc4c(c3)OCCO4)cc2c1=O	7	-6	-0.3	-2	-8	1.1	100	12	97	0
O=C(CN1C(=O)C2CCCCC2C1=O)OCc1nnc(-c2ccccc2)o1 (centres undefined)	8	5	-0.2	21	-22	0.9	97	-4	98	4
CC(=O)OC1OCCOC1NC(=S)Nc1cccc(C(F)(F)F)c1 (centres undefined)	3	4	-0.2	5	13	1	110	6	101	-11
CC(=O)c1ccc(O)c(CSC2=NCCS2)c1	-1	16	0.0	-17	1	0.8	117	10	109	-17
CC1(C)CC(=O)C2=C(C1)N(c1ccccc1)C(N)=C(C#N)C2c1ccsc1 (centres undefined)	2	22	-0.4	1	11	0.8	87	6	103	14
Cc1cccc(Cn2c(C(C)O)nc3ccccc32)c1 (centres undefined)	-1	3	0.8	-3	9	1	106	-6	104	-7
CCOc1ccc(-c2nc(C#N)c(N3CCN(C)CC3)o2)cc1	14	0	-0.1	-11	-3	1	109	-4	91	-9
CCc1ccc2[nH]c(=O)c(C(c3nnnn3CCOC)N3CCN(c4ccc(F)cc4)CC3)cc2c1 (centres undefined)	11	24	-0.4	14	8	0.8	103	5	98	-3
COC(=O)c1[nH]c2ccccc2c1NC(=O)Oc1ccccc1	-58	28	-0.2	4	-11	0.7	97	0	159*	3
c1ccc(CSc2ccc(-c3cccnc3)nn2)cc1	6	7	-0.1	15	-36	0.9	134*	0	99	-36
CC1CCCCC1NC(=O)C1CCCN1S(=O)(=O)c1cccc2nsnc12 (centres undefined)	2	-16	-0.2	-9	-6	1.2	100	5	102	0
CC(=O)c1ccc(-n2nnnc2SCC(=O)NNC(=O)c2ccco2)cc1	-8	13	-0.5	-3	4	0.9	101	-1	107	-1
Cn1c(=O)c2c(nc(CN3CCCCC3)n2CCc2ccccc2)n(C)c1=O	7	8	-0.2	7	5	0.9	97	2	97	3
c1ccc2c(c1)nc(NCc1ccc3c(c1)OCO3)n2CCN1CCOCC1	10	7	0.2	0	1	0.9	103	6	96	-3
O=C(NNC(=O)C1CCN(Cc2ccc(F)cc2Cl)CC1)Nc1ccc([N+](=O)[O-])cc1	0	3	0.1	-10	-12	1	99	0	103	-1
COc1ccc(Cl)cc1NC(=O)C(=O)NC1CCCCCC1	16	8	-0.2	-5	8	0.9	104	7	92	-4
Cc1ccc(C)c(-n2ccnc2SCC(N)=O)c1	-7	3	-0.4	-4	0	1	102	14	105	-2
Cc1ccc2c(c1)C1CN(C)CCC1N2C(=O)COc1ccc(N(C)C(=O)c2ccccc2)cc1 (centres undefined)	1	4	-0.2	4	15	1	99	-1	103	3
Cc1cc(NC(=O)CSCc2nc(-c3cccc(F)c3)oc2C)no1	14	8	-0.2	-2	4	0.9	93	0	95	7

The listing continues.
mol	STAT3 blocker	Diaphorase inh	Hsp70 activator	TLR4 MyD88 comp	APP 5UTR inh	Diaph act CS	STAT1 activator	G6PDH CS	STAT3 act	STAT1 blocker
CCn1nc(C)c(/C=N/NC(=O)Cn2nccc2C)c1C	-7	5	0.3	-6	17	0.9	105	-2	109	-6
CC(=O)c1ccc(NC(=O)c2ccc(C)c(Br)c2)cc1	7	94*	-0.2	-12	-203	0.1	156*	8	96	-63
O=C(c1ccc([N+](=O)[O-])c(CS(=O)(=O)c2ccc(Cl)cc2)c1)N1CCCC1	6	-12	-0.2	-18	-9	1.1	97	-3	102	3
NS(=O)(=O)c1ccc(CCNC(=O)CCCn2c(SCC(=O)N3CCCC3)nc3ccsc3c2=O)cc1	-5	11	-0.1	-2	-28	0.9	99	6	105	-1
CN(c1nnc(N)s1)C1CCCCC1	-4	4	0.0	-1	37	1	99	7	103	2
O=C(NCC(=O)N(Cc1cccs1)C(C(=O)NC1CCCCC1)c1ccco1)c1cccs1 (centres undefined)	8	16	-0.3	5	14	0.8	101	10	97	-1
O=C(CSc1nnc(-c2ccco2)n1Cc1ccccc1)NCc1ccccc1	-2	18	-0.2	5	-6	0.8	101	0	104	-1
Cc1cc(C(F)F)n2nc(C(=O)Nc3ccc(S(=O)(=O)N4CCCCCC4)cc3)nc2n1	-11	x	-0.1	-1	3	x	99	x	111	1
Cc1ccc(CN2CCNC(=O)C2CC(=O)N2CCN(c3ncccn3)CC2)o1 (centres undefined)	4	12	0.1	-12	-9	0.9	103	8	100	-5
Nc1nonc1-c1nc2ccccc2n1CC(=O)N1CCCCC1	9	19	-0.2	-8	-9	0.8	98	0	96	4

3 compounds from above, arranged by the value under STAT1 blocker, smallest number first.
SMILES	STAT1 blocker
CC(=O)c1ccc(NC(=O)c2ccc(C)c(Br)c2)cc1	-63
CCn1nc(C)c(/C=N/NC(=O)Cn2nccc2C)c1C	-6
Cc1ccc(CN2CCNC(=O)C2CC(=O)N2CCN(c3ncccn3)CC2)o1 (centres undefined)	-5

(list continues)
mol	STAT3 blocker	Diaphorase inh	Hsp70 activator	TLR4 MyD88 comp	APP 5UTR inh	Diaph act CS	STAT1 activator	G6PDH CS	STAT3 act	STAT1 blocker
CC(C)N1C(=O)CC(Nc2ccc(N3CCOCC3)cc2)C1=O (centres undefined)	-1	10	0.0	-3	17	0.9	110	7	106	-10
Cc1c(N=C2N=C(NC(=O)c3cccs3)c3ccccc32)c(=O)n(-c2ccccc2)n1C	19	-4	-0.4	16	20	1	113	2	88	-18
CC1CC(N(C(=O)c2ccccc2Cl)c2ccccc2)c2ccccc2N1 (centres undefined)	8	18	-0.1	-6	5	0.8	102	5	101	-1
Cc1ccc(C)n1-c1ncc(Br)cn1	2	13	-0.3	16	-11	0.9	99	-2	102	-2
Cc1ccc(CSCC(=O)Nc2ccc(F)cc2)cc1	5	1	-0.4	-10	-16	1	102	-9	100	-2
N#Cc1cc(-c2ccccc2)nc(Oc2ccccc2)n1	5	24	-0.5	-6	11	0.8	93	13	95	8
COC(=O)C1CCN(c2ccc(C(N)=O)cc2[N+](=O)[O-])CC1	-4	8	-0.3	-7	5	0.9	100	-15	109	0
